Compound activity deposited in PubChem BioAssay by NMMLSC.
T cell modulator: T cell immune modulators affecting CD8 T cell-vesicle binding | hit rate 0.068% among 330,000 | calls only at 7 µM | 2C CD8+ T cell-vesicle binding, flow cytometry; stronger effect = lower value;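 active = response, share of CD8 T cells binding vesicles, and their 90th percentile fluorescence all below set limits, cut at about 80% in these data, passing the limit was not always enough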
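Material: murine 2C transgenic CD8+ T lymphocytes / Also added: QL9-peptide-loaded Drosophila micro-vesicles bearing Ld, ICAM-1 and B7-1 / Schedule: binding step 1.5 h, 37 °C, antibody labelling 20 min, ice / Signal: flow cytometry, PE anti-B7-1 (FL2) versus Alexa647 anti-CD8 (FL8), PFA-fixed / Evaluation: percent CD8+ FL2 mean versus row control / Benchmarks: naked versus QL9-loaded vesicles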
T cell modulator vesicle-bound %: also measured in T cell modulator; calls as there; double positive events, %; measured here: CD8+ vesicle-bound cell fraction;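 binding gate set so that unloaded-vesicle control wells show 10% double positive cells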
* hit, by the source's call; i = inactive. An excerpt. The share of hits here may be higher or lower than overall.

Values run as follows: T cell modulator	T cell modulator vesicle-bound %
O=C(CN1CCN(CC(=O)Nc2cccc(F)c2)CC1)NCC1(N2CCOCC2)CCCCC1
 : i	28.8
COc1ccc(C(=O)c2sc(Nc3ccc(NC(C)=O)cc3)nc2C)cc1
 : i	44.7
COc1ccc(NC(=O)c2cnn(-c3ccccc3)c2C)cc1OC
 : i	52.5
CCCn1c(C(C)Nc2nc(-c3ccc(OC)cc3)cs2)nc2ccccc21 (stereo unspecified)
 : i	34.8
CCCn1nc(NS(=O)(=O)c2cccc3nonc23)c2cc3cc(C)ccc3nc21
 : i	42.6
CCOc1cc(-c2sc(Nc3cc(C)ccc3OC)n[n+]2-c2ccccc2)ccc1OC
 : i	6.4
C[C@@H]1CN([C@@H](C)CO)C(=O)c2cccc(NC(=O)c3nc4ccccc4s3)c2O[C@@H]1CN(C)CC1CC1
 : i	13.7
COc1ccc(NC(=O)CN(C)C(=O)c2cn(-c3ccccc3)nc2-c2ccc(F)cc2)cc1
 : i	52.6
CC(=O)C1CCCN(C(=O)c2ccc3oc(CCc4ccccc4)nc3c2)C1 (stereo unspecified)
 : i	3.6
CCCN1CCC(=O)N([C@H](CO)c2ccccc2)CC1
 : i	6.8
Cc1ccc(CNS(=O)(=O)c2c(C)[nH]c(C)c2C(=O)N2CCCCC2)cc1
 : i	27.7
CN(C)S(=O)(=O)c1ccc(N2CCCC2)c(C(=O)Nc2ccccc2F)c1
 : i	32.1
CS(=O)(=O)/C(C#N)=C\c1cnc(S(=O)(=O)c2ccccc2)s1
 : i	59.8
COc1cc(C(=O)Nc2ccc3c(c2)ncn3C)cc(OC)c1OC
 : i	45.5
CC(Oc1ccc(S(=O)(=O)N2CCCC2)cc1[N+](=O)[O-])C(=O)NC(C)c1ccccc1 (stereo unspecified)
 : i	33.8
CS(=O)(=O)c1ccc(NC(=O)C2CC(=O)N(c3ccc4c(c3)OCCO4)C2)cc1 (stereo unspecified)
 : i	29.4
COc1ccc(C(=O)OCC(=O)N(C)C2CCS(=O)(=O)C2)cc1Br (stereo unspecified)
 : i	46.2
CC(C)c1ccc(CNn2cnnc2)cc1
 : i	55.6
COc1ccc(C(=O)CC(=O)Nc2ccc([N+](=O)[O-])cc2)cc1
 : i	47.9
O=C(NCc1ccc(F)cc1)c1cnccn1
 : i	58.3
CN(C)CC#CCC(O)(c1ccccc1)C1CCCCC1 (stereo unspecified)
 : i	9.2
O=S(=O)(/N=C(/NC(=S)Nc1ccccc1)c1ccccc1)c1ccc(Cl)cc1
 : i	20.0
O=C(CCCc1cccs1)NCCc1c[nH]c2ccccc12
 : i	57.3
N#CC(C#N)=Cc1cnc(N2CCN(c3ccccc3)CC2)s1
 : i	32.3
COc1cccc(C(=O)NNC(=O)C(=O)Nc2cccc3ccccc23)c1
 : i	28.4
CCOC(=O)c1ccc(NC(=O)Cn2c(=O)oc3ccccc32)cc1
 : i	56.3
COc1ccc(CN2CCC(C(=O)Nc3ccc(Oc4cccnc4)cc3)CC2)cc1
 : i	8.3
CCOC(=O)[C@H]1[C@H]2COc3ccc(OC)cc3[C@@H]2N2C(=O)CN(Cc3ccc(F)cc3)C(=O)[C@@]12C
 : i	25.6
CN(C)C(=O)c1ccc(NC(=O)c2ccccc2-c2ccccc2)cc1
 : i	61.5
COc1cc(COC(=O)c2cnc(C)cn2)c(OC)cc1Br
 : i	18.4
COc1cc([N+](=O)[O-])ccc1NC(=O)COC(=O)CCOc1ccc(C)cc1
 : i	28.8
O=C(/C=C/c1ccc([N+](=O)[O-])cc1)N1CCN(S(=O)(=O)c2ccccc2)CC1
 : i	30.5
Cc1cc(NC(=O)CCNS(=O)(=O)c2ccc3[nH]c(=O)oc3c2)ccc1Br
 : i	28.3
Cc1cccc(-n2ncc3c2CCCC3NC(=O)CCN2CCCO2)c1C (stereo unspecified)
 : i	18.8
CCCCN(C(=O)CSCc1ccc(C)cc1)c1c(N)n(CCC)c(=O)[nH]c1=O
 : i	5.0
CCC(C)NC(=O)c1oc2ccc(S(=O)(=O)N3CCC4(CC3)OCCO4)cc2c1C (stereo unspecified)
 : i	42.9
CCOC(=O)c1sc(NC(=S)NC(=O)c2ccc(OC)cc2)nc1C
 : i	51.7
O=C1S/C(=C\c2cccs2)C(=O)N1c1ccc(O)cc1
 : i	63.7
Cc1cccnc1NC(=O)c1ccc(NS(=O)(=O)c2ccc3[nH]c(=O)[nH]c3c2)cc1
 : i	10.8
CC1CCN(C(=O)c2cccc(S(=O)(=O)N3CCN(c4ccccc4)CC3)c2)CC1
 : i	50.7

(listing goes on)
compound	T cell modulator	T cell modulator vesicle-bound %
CCCC#CCN1CCN(C23CC4CC(CC(C4)C2)C3)CC1	i	61.1
O=C(CNC(=O)c1ccccc1F)NCCCN1CCCC1=O	i	33.1
CCc1ccccc1NS(=O)(=O)c1ccc2c(c1)C(C)(C)C(=O)N2C	i	43.9
COc1ccc(C(CNC(=O)c2ccc(-c3ccccc3)cc2)N(C)C)cc1OC (stereo unspecified)	i	38.5
Cc1c(C)n2c(SCC(=O)NC3CCCC3)nnc2[nH]c1=O	i	46.1
CCOC(=O)c1nc(Nc2ccccc2CC)c2ccccc2n1	i	27.9
COc1cccc(/C=C/c2nc(C#N)c(NCC(C)C)o2)c1	i	42.0
C[C@@H]1CN([C@H](C)CO)C(=O)c2cc(NC(=O)NC3CCCCC3)ccc2O[C@H]1CN(C)S(C)(=O)=O	i	9.4
Cc1cc(NC(=O)C(C)SCC(=O)Nc2ccccc2OC(F)F)no1 (stereo unspecified)	i	59.5
CC1CCCC(NC(=O)c2cccc(S(=O)(=O)N3CCN(c4ccccc4)CC3)c2)C1C (stereo unspecified)	i	28.6
COc1ccccc1NC(=O)Nc1ccc(NC(=O)c2ccccc2O)cc1	i	57.7
CC(OC(=O)CNC(=O)c1ccc(Cl)c(Cl)c1)C(=O)N1CCOCC1 (stereo unspecified)	i	52.6
COc1ccccc1C(=O)CN1C(=O)NC2(CCCc3ccccc32)C1=O (stereo unspecified)	i	8.5
COc1cccc(NC(=O)CN(C)C(=O)c2ccc(OCc3ccccc3)c(OC)c2)c1	i	28.8
CCCCn1c(N)c(N(CC(C)C)C(=O)CN(C)S(=O)(=O)c2ccc(NC(C)=O)cc2)c(=O)[nH]c1=O	i	15.6
O=C(CCCOc1ccccc1)N1CCN(S(=O)(=O)c2cccc(F)c2)CC1	i	30.6
CC(C)C[C@H](NC(=O)C1CCC(CNC(=O)[C@@H]2CCCN2C(=O)OC(C)(C)C)CC1)C(=O)O (stereo partly specified)	i	28.7
COC(=O)C1CN(C(=O)C(C)Oc2ccc(F)cc2)c2ccccc2O1 (stereo unspecified)	i	57.0
CC(C)c1ccc(N(C(=O)c2snc(C(N)=O)c2N)C(C(=O)NC2CCCC2)c2ccncc2)cc1 (stereo unspecified)	i	20.9
Cc1noc(C)c1S(=O)(=O)N(CC(=O)NCc1ccc(F)cc1)c1ccc(C(C)C)cc1	i	8.4
COc1ccc(OC)c(/C=N/NC(=O)CNC(=O)c2cccc3ccccc23)c1	i	62.0
CCOCCOC(=O)C1=C(C)NC(=O)NC1c1cc2c(cc1Br)OCO2 (stereo unspecified)	i	63.1
CC(C)C(NCC(=O)Nc1ccccc1C(=O)NC1CC1)c1ccccc1 (stereo unspecified)	i	48.1
CC1CCCCC1NC(=O)CCc1nc2sc3c(c2c(=O)[nH]1)CCCC3 (stereo unspecified)	i	41.1
O=C(Nc1ccc(C(=O)c2ccccc2)cc1)c1ccccc1	i	55.7
c1csc(-c2nc(NCCCN3CCOCC3)c3ccccc3n2)c1	i	8.1
CN(C)S(=O)(=O)c1ccc(C(=O)OCC(=O)N2CC3(C)CC2CC(C)(C)C3)cc1 (stereo unspecified)	i	47.7
CC(=O)Nc1ccc(NC(=O)C2CCCN2C(=O)NCc2ccccc2)cc1 (stereo unspecified)	i	31.3
COc1ccc([C@H]2CC(=O)C=C(c3ccc(OC)c(F)c3)C2)cc1	i	23.5
CC(=O)Nc1ccc(S(=O)(=O)NCc2ccc(C)n2C)cc1	i	40.4

As entered above:
For T cell modulator vesicle-bound %, CC1CCCCC1NC(=O)CCc1nc2sc3c(c2c(=O)[nH]1)CCCC3 (stereo unspecified) is listed with 41.1
For T cell modulator vesicle-bound %, CCOC(=O)c1nc(Nc2ccccc2CC)c2ccccc2n1 is listed with 27.9

The list goes on.
compound	T cell modulator	T cell modulator vesicle-bound %
N#CCc1ccc(NC(=O)c2ccc(S(=O)(=O)N3CCOCC3)cc2)cc1	i	35.5
O=S(=O)(N/N=C1\CCCc2ccccc21)c1ccccc1	i	10.0
Cc1ccc([N+](=O)[O-])cc1S(=O)(=O)Nc1ccc(-c2ccc(N3CCCC3)nn2)cc1	i	47.5
O=C(/C=C/c1cccc(F)c1)NNC(=O)c1ccncc1	i	24.5
CC(=O)c1ccc(N2CCN(C(=O)C3CCCN(c4ncnc5c4nc4n5CCCCC4)C3)CC2)cc1 (stereo unspecified)	i	32.5
Cn1c(=O)c(C(=O)NNC(=O)c2ccccc2F)c(O)c2ccccc21	i	10.2
Cc1cc(C)c(NC(=O)CN(C)C(C)C(=O)N2CCc3ccccc32)c(C)c1 (stereo unspecified)	i	15.5
CC(=O)c1ccc(N2Cc3ccccc3C2)cc1	i	40.1
COc1ccc([C@@H]2[C@@H]3C(=O)N(C(C)(C)C)C(=O)[C@@H]3[C@]3(C)C(=O)N(c4ccccc4)C(=O)N23)cc1	i	27.8
O=C(COC(=O)C1CC2CCCC(C1)C2=O)NC(=O)c1ccccc1 (stereo unspecified)	i	34.2
COc1cccc(N2CCN(C(=O)c3cccc(NC4=NC5CS(=O)(=O)CC5S4)c3)CC2)c1 (stereo unspecified)	i	22.3
CC1CCCCC1NC(=O)CSc1nc2ccccc2[nH]1 (stereo unspecified)	i	22.4
CC(=O)c1cccc(NC(=O)CCn2c(=O)oc3ccccc32)c1	i	11.0
O=C(CN1C(=O)S/C(=C\C=C\c2ccccc2)C1=O)N1CCCCC1	i	18.4
C#CCOCCOCCOCCNc1nc(N2CCN(C(=O)Cn3cc(CCCN=C(N)N)nn3)CC2)nc(N2CCN(C(=O)[C@H](CCCCN)n3cc(CCC(=O)O)nn3)CC2)n1	i	28.7
CC1=C(C(=O)Nc2ccccc2C(=O)NC2CCCCC2C)SCCO1 (stereo unspecified)	i	36.9
COCCN(C(=O)c1ccc(C)o1)c1c(N)n(CC(C)C)c(=O)[nH]c1=O	i	25.9
CCOC(=O)CC(NC(=O)Cc1cccs1)c1ccccc1Cl (stereo unspecified)	i	32.5
Cc1nnc2ccc(N3CCCCC3)nn12	i	54.9
N#Cc1ccc(NC(=O)c2cc(S(=O)(=O)N3CCOCC3)ccc2N2CCCC2)cc1	i	34.2
CN(Cc1ccc(Cl)c(Cl)c1)C(=O)C1=CC=CN2CCS(=O)(=O)N=C12	i	12.3
COc1ccc(-c2sc3ccccc3c2C#CCO)cc1	i	13.9
CC(CC(=O)N1CCN(S(=O)(=O)c2ccc([N+](=O)[O-])cc2)CC1)c1ccccc1 (stereo unspecified)	i	41.0
Cn1c2ccccc2c(=O)c2ccc(F)cc21	i	18.7
COc1ccc(S(=O)(=O)N2CCN(C)CC2)cc1C(=O)Nc1ccccc1	i	53.5
CSc1ncccc1C(=O)OCC(=O)NC1CCC(C)CC1 (stereo unspecified)	i	29.3
O=C(CCn1ccc2cc(S(=O)(=O)N3CCCC3)ccc21)NCc1ccccc1F	i	31.4
Cc1cccc(N(Cc2ccccc2)C(=O)c2cc(S(=O)(=O)N3CCOCC3)ccc2F)c1	i	44.7
O=C(O)CCC(=NNC(=O)c1cccc(S(=O)(=O)N2CCCCC2)c1)c1ccccc1	i	34.4
CC(CNC(=O)c1cccc(Br)c1)n1cncn1 (stereo unspecified)	i	28.7
COc1ccccc1C(=O)Nc1nc2ccccc2[nH]1	i	48.4
COc1cc(OC)cc(-c2cc3cc4c(cc3cn2)OCO4)c1	i	25.7
Cc1ccn2c(=O)nc(SCC(=O)Nc3ccc4c(c3)OCCO4)nc2c1	i	26.0
COc1ccc(-c2[nH]ncc2CN2CCN(C(=O)c3cccs3)CC2)c(F)c1	i	74.0
O=C(COC(=O)c1ccc(OC(F)(F)F)cc1)NCCN1C(=O)CSC1=O	i	40.6
CN1CCN(C(=O)CNC(=O)c2cccs2)CC1	i	15.0
Cc1cc(NC(=O)CCC(=O)N(CC(=O)NC2CCCC2)c2ccc(Cl)cc2)no1	i	7.0
O=C(CCC1CCCCC1)NCCS(=O)(=O)N1CCN(c2ccccc2F)CC1	i	42.2
COc1ccc(CN2CCNC(=O)C2CC(=O)NCc2csc(C)n2)c(F)c1 (stereo unspecified)	i	4.9
CC(C)c1nc(SCC(=O)NC2CCCCC2)c2ccccc2n1	i	34.9
COc1cccc(NC(=O)c2ccc(N3C(=O)C4CC=CCC4C3=O)cc2)c1 (stereo unspecified)	i	19.6
CN(C)c1nc(NN)nc(Nc2ccc(F)cc2)n1	i	54.5
CCCCOc1ccc(C(=O)NCC(=O)N2CCN(C(=O)c3ccco3)CC2)cc1	i	1.7
O=C(N/N=C/c1ccc(O)cc1)c1cc(C2CC2)[nH]n1	i	19.9

Entries of single compounds, quoted from the list.
COc1cccc(NC(=O)c2ccc(N3C(=O)C4CC=CCC4C3=O)cc2)c1 (stereo unspecified) is listed as T cell modulator = i; T cell modulator vesicle-bound % = 19.6
COc1ccc(-c2[nH]ncc2CN2CCN(C(=O)c3cccs3)CC2)c(F)c1 is listed as T cell modulator = i; T cell modulator vesicle-bound % = 74.0
